# Compound activity (PubChem BioAssay)
# Vif-A3G inh = qHTS for Inhibitors of Vif-A3G Interactions: qHTS; Potency, µM (top dose mostly 46.1 µM), without a hit: at the top dose activity, negative = active, usual class: inhibitors; DNA dC->dU-editing enzyme APOBEC-3G (Homo sapiens), Q9HC16; HeLa A3G-eYFP + Vif (tagged APOBEC3G with the HIV-1 protein that degrades it), YFP fluorescence, overnight; actives 0.076% (n = 410,000);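 note: potency is the fitted concentration of half-maximal effect; % is set by controls: 0 for no effect and ±100 for the full control effect; nearly all actives have a fitted effect of over 60% in size; hits raise eYFP signal because A3G escapes Vif-driven loss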
#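 Read-out is eYFP fluorescence (Ex 488/Em 500-530) from Vif-expressing HeLa A3G-eYFP cells; more signal means A3G escaped Vif-mediated degradation. Cells plated overnight, compound pinned in, incubated overnight at 37 deg C.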
# ERG Ets-DNA blk = qHTS for Small Molecule Inhibitors of the ERG Ets/DNA interaction | Transcriptional regulator ERG (Homo sapiens), P11308 | fluorescence polarization, His-ERG Ets domain / labelled DNA | Potency, µM (series often up to 76.9 µM), for the others: at the highest dose FP activity, negative = inhibition, hits mostly inhibitors | actives 0.028% (n = 370,000); active = well fitted inhibition curve with a large enough effect in the polarisation, with a control signal flat; inconclusive = small, poorly fitted or top-dose-only effect, or effect the other way, or a change in a side signal; inactive = no such curve, though single readings can be large or run the other way; the % refers to the polarisation;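 note: polarization taken with two DNA probes labelled with fluorescein and Texas red; potency is the fitted concentration of half-maximal effect; % of control where 0% means no effect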
# Target sequence (P11308 whole entry, looked up, the tested form may be a part): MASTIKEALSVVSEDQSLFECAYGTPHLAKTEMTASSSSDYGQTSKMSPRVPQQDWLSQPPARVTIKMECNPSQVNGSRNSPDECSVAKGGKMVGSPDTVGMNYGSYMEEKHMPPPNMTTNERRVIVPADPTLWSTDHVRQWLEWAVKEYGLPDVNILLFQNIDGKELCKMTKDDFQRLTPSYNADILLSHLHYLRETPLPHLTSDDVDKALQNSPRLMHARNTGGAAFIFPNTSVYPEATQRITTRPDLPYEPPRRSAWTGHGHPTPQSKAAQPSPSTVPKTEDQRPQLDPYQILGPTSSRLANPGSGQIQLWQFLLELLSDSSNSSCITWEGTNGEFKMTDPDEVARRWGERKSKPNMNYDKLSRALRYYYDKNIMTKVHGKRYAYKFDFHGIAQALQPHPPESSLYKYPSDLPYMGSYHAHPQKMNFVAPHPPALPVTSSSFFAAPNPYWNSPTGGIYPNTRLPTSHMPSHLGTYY
#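 His-tagged ERG Ets domain (1 uM in the protein solution; 300mM KCl, 50mM Tris-HCl, 1mM EDTA, 1mM DTT, pH 7.5) received compound, then a probe mix of 5 nM fluorescein-DNA and 100nM Texas-615-DNA. Fluorescence polarization was read for both dyes.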
# RGS4 inh = Inhibitors of Regulator of G Protein Signaling (RGS) 4: qHTS. Transcreener GDP fluorescence polarization, RGS4-accelerated GTP hydrolysis. Potency, µM (top dose mostly 114 µM), for inactives: top-dose activity change, negative = inhibition, actives largely listed as inhibitors. actives 0.039% (n = 390,000). AID 504845, 2011; note: potency is the fitted concentration of half-maximal effect; % is set by controls: 0 for no effect and ±100 for the full control effect; nearly all actives have a fitted effect of over 75% in size; some results filed as inactive show a strong effect at the top dose
# Target sequence (P49798 whole entry, looked up): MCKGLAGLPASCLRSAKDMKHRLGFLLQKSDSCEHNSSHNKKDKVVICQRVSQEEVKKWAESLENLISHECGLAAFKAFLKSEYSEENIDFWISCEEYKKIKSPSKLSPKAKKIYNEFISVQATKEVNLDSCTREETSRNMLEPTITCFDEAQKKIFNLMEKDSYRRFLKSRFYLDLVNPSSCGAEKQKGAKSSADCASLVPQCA
#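 MLSMR compounds (23 nl, pin-transferred) preincubated 10 min at room temperature with a 500nM (2x) first reagent, then RGS4 at 900nM (2x) plus Transcreener GDP mix added; fluorescence polarization (620/688 nm) read before and after 90 min at 30 °C.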
# D2 ag = HTS Assay for Allosteric Agonists of the Human D2 Dopamine Receptor: Primary Screen for Agonists; D(2) dopamine receptor (Homo sapiens), P14416; HEK293 T-REx D2 cells, calcium flux agonist mode; activation, % at 2 µM; actives 0.53% (n = 340,000); AID 485358, 2010;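 active = activation over 3 SD above normal in the single-dose calcium agonist read, cut at about 30% in these data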; note: 0% is about no effect
#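 HEK293 Trex D2 cells, tetracycline-induced, o/n 30 C 5% CO2; no-wash Ca dye, RT 30–90 min; 10-cycle baseline, 23 nl cpd added, kinetic Ca read 180 s; agonist hits = positive Ca response.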
# ALOX12 inh = Primary qHTS assay for inhibitors of human arachidonate 12S-lipoxygenase (ALOX12): Round 2. Polyunsaturated fatty acid lipoxygenase ALOX12 (Homo sapiens), P18054. purified 12hLO, xylenol orange hydroperoxide absorbance. Potency, µM (titrated, usually from 108 µM), without a hit: at the highest dose activity change, negative = inhibition, actives largely listed as inhibitors. actives 1.1% (n = 580,000); note: potency is the fitted concentration of half-maximal effect; % is set by controls: 0 for no effect and ±100 for the full control effect
#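 Purified human 12hLO (150 nM final) in 25 mM Hepes, 0.01% Triton X-100, pH 7.0 was preincubated 15 min at room temperature with compound. Then 40 uM arachidonic acid was added, 30 min. Hydroperoxide was read by Fe-XO absorbance ratio 573/405 nm.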
# Vif-APOBEC3F blk = qHTS for Inhibitors of Vif-A3F Interactions: qHTS. HeLa A3F-eYFP + Vif (tagged APOBEC3F with the HIV-1 protein that degrades it), YFP fluorescence increase. Potency, µM (series often up to 46.1 µM), inactives show at the highest dose activity, negative = active. actives 0.2% (n = 390,000). AID 602313, 2012; note: potency is the fitted concentration of half-maximal effect; % of control where 0% means no effect; nearly all actives have a fitted effect of over 65% in size
#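 Fluorescence increase (Ex 488/Em 500-530) after overnight compound treatment at 37 deg C flags inhibition of Vif-driven A3F-eYFP loss in stable HeLa A3F-eYFP/Vif cells seeded overnight beforehand.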
# D2 antag = HTS Assay for Allosteric Antagonists of the Human D2 Dopamine Receptor: Primary Screen for Antagonists; AID 485344, 2010; inhibition, % at 10 µM; actives 2% (n = 340,000); HEK293 TREx D2 cells, calcium flux, dopamine EC80; in the data active = inhibition above about 30%; note: 0% is about no effect
#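 Calcium mobilization kinetics were recorded at 1 s intervals in tetracycline-induced HEK293 T-REx D2 cells, first for 180 s after compound addition and then 180 s after EC80 dopamine.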
# LDHA inh = qHTS assay for inhibitors of human lactate dehydrogenase. purified LDHA, NADH/diaphorase-resazurin fluorescence; active compounds read low. actives 0.15% (n = 480,000). activity change, % (values are at about 110 or 230 µM). AID 1347041, 2019; in the data active = activity change below about -30%; inconclusive = mostly about -25% to -30%;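 note: plate controls were DMSO wells for no effect and wells without enzyme for full effect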
#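 Human LDH5 (2 nM) was incubated with 0.06 mM NADH and 0.2 mM pyruvate for 5 min at room temperature in Tris pH 7.4. Remaining NADH was coupled through diaphorase/resazurin, and resorufin fluorescence was read at 0 and 20 min.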
# Glioma ERSR ind = qHTS for Inducers of the Endoplasmic Reticulum Stress Response (ERSR) in Human Glioma: qHTS; AID 602332, 2012; U87-MG GRP78 promoter luciferase reporter, 16 h; actives 0.02% (n = 420,000); Potency, µM, inactives show at the highest dose activation, most hits filed as activators; note: potency is the fitted concentration of half-maximal effect; series mostly up to about 76 µM; % of control where 0% means no effect; nearly all actives have a fitted effect of over 35% in size
#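 ERSR induction read as luciferase luminescence (Bright-Glo, 10 min at room temperature) in stably transfected human U87-MG glioma cells exposed to compounds for 16 h, using GRP78 as sensor.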
# * marks the source's active call; other numbers are inactive results; ? = inconclusive; · = not tested or not shown; & = joins results of further samples; [ ] = remark or other dose. Unless noted, calls come from the whole dose curve; as a rule, active = well fitted curve in the direction sought with a large enough effect; inconclusive = small, poorly fitted or top-dose-only effect, or another doubt; inactive = no such curve, though single readings can be large; an effect the other way counts as inactive or inconclusive.
No. | SMILES | Vif-A3G inh | ERG Ets-DNA blk | RGS4 inh | D2 ag | ALOX12 inh | Vif-APOBEC3F blk | D2 antag | LDHA inh | Glioma ERSR ind
1 | COc1ccc(-n2c(=S)[nH]c3cc(C(=O)NCCCN4CCCC4=O)ccc3c2=O)cc1OC | -6% | -6% | -11% | 1.1 | ? | -5% | -13 | -6 | -4%
2 | CCCOc1ccc(CN(C(=O)c2nc(SC(C)C)ncc2Cl)C2CCS(=O)(=O)C2)cc1 (stereo not drawn) | 1% | 1% | 26% | -0.1 | -15% | 1% | · | 3 | -3%
3 | COCC1CCCCN1C(=O)c1ccc2oc(CCc3ccccc3)nc2c1 (stereo not drawn) | 3% | 4% | -4% | 0.5 | 4%&15% | -31% | 5 | -6 | -2%
4 | OCCN1CCN(Cc2cc(Br)cc(Br)c2O)CC1 | -1% | -7% | -22% | · | -1% | -6% | · | 2 | 0%
5 | CCOc1ccc(NS(=O)(=O)c2cc(Br)cc3c2N(C(=O)C2CC2)CC3)cc1 | -28% | 1% | 0% | -0.1 | -7% | -4% | · | -5 | -3%
6 | Cc1cc(CN(C)C(=O)c2cc(COc3ccc(C)c(C)c3)on2)on1 | -2% | 2% | 1% | 1.2 | 0% | 0% | 11 | 2 | 0%
7 | COc1ccc(N=c2oc3ccc(OC)cc3cc2-c2nc3ccccc3[nH]2)cc1 | ? | -3% | 24% | -0.9 | 0% | · | -1 | 2 | 7%
8 | Cc1ccc(CNC(=O)C2c3ccccc3C(=O)N3CCc4ccccc4C23)o1 (stereo not drawn) | -6% | -6% | -31% | -1.2 | 9% | -2% | -6 | 4 | 0%
9 | O=C(NN=C1CCCC1)c1sc2ccccc2c1Cl | 5% | -12% | 14% | 0.4 | -1% | 0% | 14 | -8 | 3%
10 | O=C(Cn1cnc2c(nnn2Cc2ccccc2)c1=O)N1CCN(c2ccccc2)CC1 | 2% | -6% | -8% | 0.1 | 1% | -12% | -2 | 3 | 1%
11 | COc1ccc(CCC(=O)NC2=NCCS2)cc1OC | 0% | 9% | -23% | -0.2 | 0% | · | 3 | 5 | -2%
12 | N#CCCN(CCC#N)C(=O)C1c2ccccc2Oc2ccccc21 | 0% | -11% | -16%[56.9 µM] | 1.1 | -8% | 19% | -9 | -5 | -3%
13 | COc1cccc2sc(Nc3nnc(-c4ccc(F)cc4)o3)nc12 | ? | 2% | ? | · | 10% | ? | · | -5 | 0%
14 | CC1=C(C(=O)N(C)C)CC(CC(=O)NCCCCc2ccccc2)C(=O)N1CCCN1CCCC1=O (stereo not drawn) | 5% | · | · | · | 13% | 0% | · | -1 | 0%
15 | CS(=O)(=O)Nc1ccc(C2=NN(C(=O)c3ccco3)C(c3cccc(F)c3)C2)cc1 (stereo not drawn) | -5% | -1% | -20% | -1.8 | -12% | -4% | 13 | -2 | 7%
16 | Cc1ccc(/C=C(\NC(=O)c2ccccc2)C(=O)NCCN2CCOCC2)o1 | 1% | 10% | -33% | · | ? | 1% | · | 1 | -3%
17 | Cc1onc(-c2ccccc2Cl)c1C(=O)NCCn1ccc2ccccc21 | 1% | 3% | ? | · | 2% | 1% | · | -1 | 2%
18 | COc1ccc(N(CC(=O)Nc2cccc(C(F)(F)F)c2)S(=O)(=O)c2c(C)[nH]c(=O)[nH]c2=O)cc1 | -10% | -2% | 1% | 0.2 | -21% | -12% | 4 | -4 | 0%
19 | COc1ccc(/C=C(/NC(=O)c2ccccc2)C(=O)N2CCCC2)cc1 | 0% | -8% | -4% | 0.1 | 24% | -1% | 5 | -4 | 0%
20 | CCN(CC)C(=O)C(=O)N/N=C/c1ccc(C(=O)O)cc1 | 0% | 1% | 11% | 0.6 | -13% | -12% | -5 | 1 | -3%

# The list is partial, so the mix of outcomes need not match the whole.
